proKLK7 act: activators of human kallikrein-7 zymogen | P49862 | purified proKLK7, EDANS-DABCYL substrate fluorescence; 100% is mature enzyme control, 0% vehicle | activation, % at 7 µM | 370,000 tested, 0.9% active | AID 652039;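 active means activation above the mean of all tested compounds plus 3 SD, computed per campaign excluding outliers beyond control limits, cut at about 13% in these data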
MBD2 DNA inh: inhibitors of human MBD2 binding to methylated oligonucleotide | inhibition, % at 4.4 µM | AID 686964 | TR-FRET | Q9UBB5 | 370,000 tested, 0.31% active; in the data active means inhibition above about 13%
Target sequence (Q9UBB5 whole entry, looked up): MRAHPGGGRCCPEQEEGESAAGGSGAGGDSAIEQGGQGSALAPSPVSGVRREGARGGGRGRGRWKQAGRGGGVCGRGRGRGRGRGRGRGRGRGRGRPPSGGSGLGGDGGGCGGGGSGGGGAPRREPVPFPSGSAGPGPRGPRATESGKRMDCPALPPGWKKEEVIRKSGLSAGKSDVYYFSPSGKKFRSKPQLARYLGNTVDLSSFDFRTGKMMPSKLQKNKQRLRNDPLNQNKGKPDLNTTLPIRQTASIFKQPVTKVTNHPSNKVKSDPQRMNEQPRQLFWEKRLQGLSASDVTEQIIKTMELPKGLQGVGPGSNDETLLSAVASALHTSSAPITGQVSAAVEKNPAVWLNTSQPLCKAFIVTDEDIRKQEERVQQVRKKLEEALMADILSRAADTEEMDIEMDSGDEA
TDP2 absorb: TDP2 (human) inhibition, absorbance primary screen. O95551. recombinant TDP2, T5PNP hydrolysis, p-nitrophenol absorbance 415 nm. inhibition, % at 12.8 µM. 370,000 tested, 0.34% active. AID 720702;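 active means inhibition above the mean of all tested compounds plus 3 SD, set per campaign, cut at about 25% in these data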;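 further: 0% = DMSO with enzyme and 100% = buffer with substrate but no TDP2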
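Test system: Human TDP2 enzyme | Reagent: 5 mM T5PNP | Compound dosing: 12.8 µM single point, 1% DMSO | Incubation: Enzyme reaction with compound for 2 h at 37 °C | Technique: p-Nitrophenol epi absorbance | Read-out: % inhibition relative to enzyme-containing and enzyme-free wells | Benchmarks: High control without enzyme, low control DMSO plus TDP2 | Replicates: Singlicate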
UHRF1 binding: UHRF1 methyl-DNA binding inhibition; Q96T88; UHRF1 binding to methylated oligo, TR-FRET; inhibition, % at 4.4 µM; 370,000 tested, 0.75% active; AID 687016; in the data active means inhibition above about 21%;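 further: UHRF1 SRA domain binding a hemimethylated CpG hairpin DNA probe; 0% = median of test compound wells and 100% = reference inhibitor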
Tn7 DDE FP: DD(E)-Tn7 binding inhibition, primary FP screen | 370,000 tested, 0.13% active | P02675 | FP displacement of FITC-Tn7 peptide from fibrin DD(E); 0% = median of compound wells per plate | inhibition, % at 8.3 µM | AID 720508;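 active means inhibition above the mean of compounds falling within the control limits plus 3 SD of them, cut at about 14% in these data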;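 further: 0% = plate median of compound wells and 100% = 10 µM Aha-Tn7 peptide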
Target sequence (P02675 whole entry, looked up): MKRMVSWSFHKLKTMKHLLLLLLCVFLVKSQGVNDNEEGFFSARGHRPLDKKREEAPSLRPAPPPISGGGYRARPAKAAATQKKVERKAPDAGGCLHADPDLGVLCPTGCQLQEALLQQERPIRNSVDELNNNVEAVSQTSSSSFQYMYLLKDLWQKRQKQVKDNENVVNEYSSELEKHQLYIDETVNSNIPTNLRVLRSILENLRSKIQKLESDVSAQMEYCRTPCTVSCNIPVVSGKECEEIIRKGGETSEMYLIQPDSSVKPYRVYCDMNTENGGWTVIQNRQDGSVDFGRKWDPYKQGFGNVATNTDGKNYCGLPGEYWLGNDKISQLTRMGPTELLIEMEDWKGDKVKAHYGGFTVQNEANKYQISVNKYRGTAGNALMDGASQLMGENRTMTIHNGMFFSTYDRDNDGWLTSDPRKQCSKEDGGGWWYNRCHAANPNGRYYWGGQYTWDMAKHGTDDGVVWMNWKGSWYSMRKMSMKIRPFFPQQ
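Measure: % inhibition scaled between sample-field median and high-control FP; Test system: human fibrin DD(E); Quantity: 2 µM final DD(E) protein; Doses: one dose, 8.3 µM nominal; Schedule: compound with protein 10 min, then 3 h after probe, room temperature; Detection: fluorescence polarization; Medium: Tris buffer with calcium and detergent, pH 7.8.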
TCR-CD3 inh: human TCR-CD3 binding inhibition; inhibition, % at 9.4 µM; 360,000 tested, 0.37% active; TAMRA-labeled TCR probe fluorescence, biochemical; in the data active means inhibition above about 19%;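 further: recombinant mutant TCR 2C K166C tagged with TAMRA read by polarization; 0% = receptor in buffer alone and 100% = receptor with positive control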
PRMT1 inh: blocks human protein arginine methyltransferase 1; 370,000 tested, 1.3% active; AID 652257; Q99873; inhibition, % at 2.79 µM; recombinant PRMT1, activity-based probe fluorescence polarization;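 active means inhibition above about 21% made by adding two undisclosed values, limit read from the data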
Tn6 DDE FP: disrupts Tn6 cyclic peptide binding to fibrin D-Dimer-E complex. P02675. Fibrin DD(E) TRITC-Tn6 fluorescence polarization displacement. inhibition, % at 8.3 µM. 370,000 tested, 0.21% active;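 active means inhibition above a per-campaign cutoff: mean of compounds within control limits plus 3 SD, cut at about 15% in these data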;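 further: 0% = median of all compound wells on the plate and 100% = blocking peptide control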
LEDGF integ inh: blocks HIV-1 LEDGF/p75-dependent DNA integration; TR-FRET IN-LEDGF/p75 DNA integration, Eu/Cy5; inhibition, % at 3.7 µM; 370,000 tested, 0.64% active; AID 743269;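 active means inhibition above the screen-wide mean plus 3 SD, cut at about 13% in these data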;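 further: signal is the Cy5 over europium emission ratio at 671 and 618 nm; 0% = plate median of compound wells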
SIAE inh: blocks human sialic acid acetylesterase. SIAE FP-Rh probe binding, fluorescence polarization. inhibition, % at 9.66 µM. 370,000 tested, 0.69% active. AID 1053197;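 active means inhibition above a cutoff: mean of compounds within the control limits plus 3 SD of those, cut at about 17% in these data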;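 further: 0% = plate median of compound wells and 100% = probe without SIAE protein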
* marks the source's active call; other numbers are inactive results.

SMILES | proKLK7 act | MBD2 DNA inh | TDP2 absorb | UHRF1 binding | Tn7 DDE FP | TCR-CD3 inh | PRMT1 inh | Tn6 DDE FP | LEDGF integ inh | SIAE inh
CC(=O)N1CCC(C(=O)OCc2ccc(Cl)cc2)(c2ccccc2)CC1 | 0.3 | -3.2 | -13.0 | 0.9 | -3.6 | 2.0 | -3.7 | 0.8 | 2.8 | 1.3
Cn1nc(C(F)(F)F)c2cc(NC(=O)OCc3ccc(F)cc3)sc21 | -0.2 | -1.5 | 4.4 | -6.6 | -0.4 | 7.5 | 0.9 | -0.7 | 0.1 | -9.8
O=[N+]([O-])c1ccccc1/C=N/N1CCN(c2ccc(Cl)cc2)CC1 | 0.0 | -3.5 | -3.2 | -0.9 | -5.1 | 0.9 | -0.6 | -6.9 | -1.0 | 1.1
CCN1CCN(c2nc(SC)nc3sc4c(c23)CC(C)(C)OC4)CC1 | 2.1 | 4.2 | 3.9 | 2.3 | 8.6 | 0.4 | -0.6 | 0.1 | -1.7 | 2.5
CCCn1c(NCc2cc(C)ccc2O)nc2ccccc21 | 0.5 | 0.9 | 10.4 | 1.2 | -1.8 | 7.3 | 0.9 | -1.5 | -0.1 | 5.2
O=C(NCc1ccccn1)c1cccc(NS(=O)(=O)c2cccc(Cl)c2)c1 | 0.0 | -2.7 | 7.8 | 1.1 | 5.0 | -1.6 | 1.6 | 3.9 | 1.5 | -8.5
CCNc1nc(NC(C)C)nc(NS(=O)(=O)c2ccc(N)cc2)n1 | 0.3 | 2.0 | 0.1 | 3.7 | 6.6 | -2.6 | 2.5 | -6.4 | 1.7 | 6.1
Cc1cc(C)cc(Oc2ccc(NC(=O)C3CC=CCC3C(=O)O)cc2)c1 (configuration not stated) | 0.5 | 1.1 | 7.0 | -2.1 | 0.4 | 3.6 | 2.0 | -3.2 | 3.6 | 10.1
CCO/N=C(/C)c1c(O)cc(-c2ccccc2)n(-c2ccccc2)c1=O | -0.3 | 1.0 | -17.5 | -2.7 | 0.3 | -0.3 | 2.2 | 0.1 | 2.5 | -4.8
COc1ccc(C2C(C(=O)N3CCCC3)c3cc(OC)c(OC)cc3C(=O)N2C)cc1OC (configuration not stated) | -0.3 | -0.5 | -6.9 | -1.3 | 7.9 | 10.7 | -0.8 | 3.0 | -2.8 | -8.4
CCN1C(=O)S/C(=C/c2c(OCc3ccc(C(=O)O)cc3)ccc3ccccc23)C1=O | 0.3 | -0.2 | 2.2 | -0.9 | -3.2 | -2.3 | 0.8 | -4.2 | 4.0 | -11.1
O=C(NCc1cccs1)c1cccc(Nc2nc3ccc(Br)cc3[nH]2)c1 | 0.7 | -1.7 | 5.1 | 4.7 | 5.9 | -3.2 | -1.2 | 5.3 | -3.0 | 43.0*
CCCn1nnnc1NCc1cc(Br)ccc1OC | 0.5 | 2.0 | -2.8 | -3.2 | -2.4 | 2.5 | -2.0 | 3.1 | 1.6 | 2.3
Cc1ccc(/C=C2\Sc3ccccc3C2=O)s1 | 0.1 | -5.2 | 1.5 | -2.1 | 4.7 | 1.8 | 0.6 | 5.0 | 2.5 | -1.8
COc1nc(Oc2ccc(=O)[nH]n2)nc(N2CCOCC2)n1 | 1.1 | 2.0 | 4.8 | 1.5 | 3.4 | 4.5 | -2.8 | 7.1 | 3.7 | -0.1
COc1cc(/C=C/C(=O)OCC(=O)NCc2ccco2)cc(OC)c1OC | 2.2 | -8.0 | 10.4 | -1.5 | 1.6 | -1.8 | 1.3 | 5.0 | -1.8 | -4.8
CCOc1ccc(N(CC(=O)NCCSCc2ccccc2)S(C)(=O)=O)cc1 | -0.7 | -5.1 | -6.3 | 1.8 | 5.7 | 1.8 | -0.1 | 4.1 | -3.1 | -0.7
COC(=O)c1[nH]c(C)c(/C(O)=C2\C(=O)C(=O)N(CCN3CCOCC3)C2c2ccccc2OC)c1C (configuration not stated) | 0.5 | 1.8 | -0.8 | -0.7 | 1.1 | -3.3 | 2.2 | -1.1 | -1.0 | -1.1
CCCn1cnc2cc(NCc3ccccc3O)ccc21 | 1.1 | -3.5 | -6.8 | 3.0 | -0.4 | -6.2 | -0.3 | -2.7 | -2.3 | 1.4
COc1ccc(NC(=O)COc2nc(N(C)C)nc(N(C)C)n2)cc1 | 0.1 | -1.8 | -15.6 | -0.7 | 0.7 | 8.0 | -1.7 | 4.3 | -0.6 | -5.6
Clc1ccc(/C(Cc2nc3ccccc3[nH]2)=N\Nc2ccccc2)cc1 | 0.0 | 2.0 | -4.3 | -0.5 | 5.3 | 2.6 | 6.4 | -2.7 | 2.3 | 1.7
Cc1cccc(NC(=O)CNC(=O)c2ccco2)n1 | 0.1 | -2.7 | 8.7 | -3.0 | 5.9 | 5.6 | -2.0 | 6.2 | 0.1 | -7.7
O=C(CN(c1ccc(F)cc1)S(=O)(=O)c1ccccc1)NC1CCCCCC1 | 0.1 | 5.6 | 1.4 | -0.4 | 6.1 | 1.1 | 1.0 | -3.9 | -0.3 | -0.2
Cc1ccc(NC(=O)C(C)Sc2nnc3ccccn23)cc1 (configuration not stated) | 0.2 | 2.3 | -11.4 | 1.4 | 5.0 | 8.6 | -2.4 | -1.4 | 2.9 | -2.5
Cc1cc(=O)n2nc(N3CCCC(C(=O)NCc4ccccc4)C3)sc2n1 (configuration not stated) | 0.5 | -0.8 | 1.1 | -0.6 | 0.1 | -11.1 | 7.3 | 10.5 | -6.0 | 2.1
Continuation:
SMILES | proKLK7 act | MBD2 DNA inh | TDP2 absorb | UHRF1 binding | Tn7 DDE FP | TCR-CD3 inh | PRMT1 inh | Tn6 DDE FP | LEDGF integ inh | SIAE inh
O=C(Nc1ccc(Cl)cn1)c1ccc2nccnc2c1 | -0.8 | -0.7 | -7.8 | -1.9 | -5.2 | 2.6 | -5.4 | -10.3 | 5.7 | -11.5
CCOCCCNC(=O)/C(C#N)=C/c1cc(C)c(O)c(C)c1 | 0.5 | 0.9 | -6.7 | -1.0 | -2.0 | -0.6 | 1.6 | -4.8 | -4.8 | 0.0
CCCOc1ccccc1C1CC(=O)NC2=C1C(=O)CCC2 (configuration not stated) | 0.5 | -1.2 | -4.9 | -0.6 | 4.5 | -1.6 | -2.3 | 3.0 | -5.5 | 4.0
COc1ccc(N2CCN(C(=O)Cc3ncc(C(F)(F)F)cc3Cl)CC2)cc1 | -0.2 | -3.9 | 0.4 | -0.4 | 0.9 | -0.7 | -0.1 | 6.4 | -0.3 | -3.0
CC1=NNC(=O)C1Cc1ccccc1 (configuration not stated) | -0.1 | 1.1 | -5.3 | 2.6 | -4.6 | -1.8 | 0.6 | 1.5 | -4.8 | 1.6
CCN(CC)c1ccc(/C=N/NC(=O)c2ccc3nc[nH]c3c2)cc1 | 1.6 | -3.2 | -13.3 | -3.7 | -0.9 | 11.2 | -4.6 | -4.7 | -0.8 | 0.3
CCCCCCSc1ccc([C@H]2N[C@@](Cc3ccccc3)(C(=O)OC)[C@H]3C(=O)N(CC)C(=O)[C@@H]23)cc1 | -0.3 | 1.3 | -5.1 | -2.0 | -3.7 | 7.9 | 0.2 | 7.3 | -1.2 | 1.0
CN1C(=O)CSC1=Nc1cccc(C(=O)O)c1 | 0.1 | -0.9 | 1.6 | -1.4 | 5.2 | 1.1 | -1.8 | -4.4 | -5.5 | 1.9
O=C(c1cccc(S(=O)(=O)N2CCCCCC2)c1)N1CCN(c2ccccc2F)CC1 | -0.4 | 1.9 | -7.6 | -1.5 | -4.0 | 2.1 | -1.1 | 3.2 | 1.7 | -9.2
COc1ccc(NC(=S)N2CCC(C(=O)c3ccc(OC)cc3)CC2)cc1 | 0.9 | 1.8 | 6.0 | -0.4 | 6.2 | 6.2 | -4.0 | 3.6 | -1.9 | 2.9
Cc1ccc(S(=O)(=O)N2CCN(C(=O)C3=COCCO3)CC2)cc1C | -0.5 | 3.8 | -6.6 | -0.2 | 4.8 | -9.0 | 4.9 | -2.6 | -1.4 | -7.0
COc1ccc(Cl)cc1-n1c(C)cc(C(=O)OCC(=O)N2CC(=O)Nc3ccccc32)c1C | -0.1 | 0.2 | 4.4 | 1.0 | 6.8 | 5.6 | 1.1 | -5.0 | 0.5 | -6.3
O=C(NCc1ccccc1Cl)[C@H]1CCCN1C(=O)[C@H]1CCCN1C(=O)c1cccs1 | 0.3 | -4.3 | -3.5 | -1.3 | -1.9 | 6.9 | -3.4 | -2.6 | -0.4 | 0.5
COc1ccc(CC(=O)N2CCN(S(=O)(=O)c3cc(Cl)ccc3Cl)CC2)cc1 | 0.9 | -2.0 | -8.8 | -3.5 | 6.3 | -3.8 | -2.2 | 1.5 | 3.8 | 0.5
CC(C)(C)NCc1cc(Cl)ccc1OCc1cccs1 | -0.9 | -0.3 | 0.1 | -2.1 | -7.9 | 7.4 | 0.4 | -4.6 | 2.1 | 4.9
CC(=O)Nc1ccc(Nc2ccc(N3C(=O)CCCC3=O)cc2[N+](=O)[O-])cc1 | 0.9 | -11.8 | 0.4 | -5.1 | -5.2 | -2.4 | -2.7 | 4.6 | -1.0 | 8.0
Cc1ccccc1C(=O)NCC(=O)OC(C)C(=O)Nc1ccnn1C(C)C (configuration not stated) | -0.2 | -2.1 | 6.4 | -2.0 | 2.8 | 9.3 | 2.7 | -7.5 | -1.2 | 0.8
O=S(=O)(Nc1ncccn1)c1ccc(Nc2ncnc3ccccc23)cc1 | -0.6 | 4.8 | -9.6 | 1.2 | 0.8 | 9.5 | 1.2 | -1.1 | -0.6 | 2.6
S=C(NCCc1ccc(Cl)cc1)NC1CCCCC1 | 0.3 | 6.5 | -0.6 | -0.5 | 5.8 | -3.1 | -0.3 | -2.8 | -0.6 | 3.8
CN(c1ccccc1)C(c1ccc(F)cc1)c1nnnn1CC1CCCO1 (configuration not stated) | -0.4 | -0.4 | -0.6 | 0.6 | 8.0 | 0.7 | 1.5 | -4.1 | -3.5 | 4.9
COc1ccc(NS(=O)(=O)c2ccc(C)c(NC(=O)C3CCCO3)c2)cc1 (configuration not stated) | 0.3 | -4.5 | -1.5 | 1.1 | 1.1 | -6.8 | 4.9 | -3.1 | -2.5 | 4.5
Cc1cc(C)nc(NS(=O)(=O)c2ccc(Br)cc2)n1 | -0.7 | 2.9 | -6.0 | 0.3 | -1.0 | -6.1 | 4.0 | -11.6 | 0.5 | -2.5

Part of the list above, reduced to MBD2 DNA inh and LEDGF integ inh.
| molecule | MBD2 DNA inh | LEDGF integ inh |
| --- | --- | --- |
| O=S(=O)(Nc1ncccn1)c1ccc(Nc2ncnc3ccccc23)cc1 | 4.8 | -0.6 |
| S=C(NCCc1ccc(Cl)cc1)NC1CCCCC1 | 6.5 | -0.6 |
| CN(c1ccccc1)C(c1ccc(F)cc1)c1nnnn1CC1CCCO1 (configuration not stated) | -0.4 | -3.5 |
